HePTP inh – inhibitors of human HePTP phosphatase, primary screen, biochemical, absorbance, leukemia target; inhibition, % at 20 µM; Tyrosine-protein phosphatase non-receptor type 7 (Homo sapiens), P35236; recombinant HePTP phosphatase activity, OD absorbance; 0.64% of 110,000 active; AID 521, 2006; in the data active = inhibition above about 50%;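 also: plate controls were vehicle for no effect and reference inhibitor for full effect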
Target sequence (P35236 whole entry, looked up): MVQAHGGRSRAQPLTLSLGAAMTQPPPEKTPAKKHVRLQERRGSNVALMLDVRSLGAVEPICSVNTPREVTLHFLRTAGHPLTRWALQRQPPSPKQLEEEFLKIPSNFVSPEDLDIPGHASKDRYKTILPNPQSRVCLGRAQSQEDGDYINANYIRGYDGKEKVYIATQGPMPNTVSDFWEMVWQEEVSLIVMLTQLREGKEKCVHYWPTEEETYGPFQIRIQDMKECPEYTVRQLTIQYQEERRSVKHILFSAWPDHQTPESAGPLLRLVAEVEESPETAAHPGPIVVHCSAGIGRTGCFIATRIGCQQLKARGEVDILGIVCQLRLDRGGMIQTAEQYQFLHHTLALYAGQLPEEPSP
BAP1 block – inhibitors of BAP1 deubiquitinase, primary screen, biochemical, Ub-AMC fluorescence, kinetic; AID 436, 2006; activity remaining (% of control), % at 20 µM; 0.48% of 72,000 active; recombinant BAP1, Ub-AMC hydrolysis fluorescence kinetic; active compounds read low;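 active = activity remaining at or below 50% of control, provided the compound also passes the data quality filters; inactive = the rest, including low values that fail the filters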;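 also: 100% = DMSO wells rate and 0% = substrate alone blank rate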
Target sequence (Q92560 whole entry, looked up): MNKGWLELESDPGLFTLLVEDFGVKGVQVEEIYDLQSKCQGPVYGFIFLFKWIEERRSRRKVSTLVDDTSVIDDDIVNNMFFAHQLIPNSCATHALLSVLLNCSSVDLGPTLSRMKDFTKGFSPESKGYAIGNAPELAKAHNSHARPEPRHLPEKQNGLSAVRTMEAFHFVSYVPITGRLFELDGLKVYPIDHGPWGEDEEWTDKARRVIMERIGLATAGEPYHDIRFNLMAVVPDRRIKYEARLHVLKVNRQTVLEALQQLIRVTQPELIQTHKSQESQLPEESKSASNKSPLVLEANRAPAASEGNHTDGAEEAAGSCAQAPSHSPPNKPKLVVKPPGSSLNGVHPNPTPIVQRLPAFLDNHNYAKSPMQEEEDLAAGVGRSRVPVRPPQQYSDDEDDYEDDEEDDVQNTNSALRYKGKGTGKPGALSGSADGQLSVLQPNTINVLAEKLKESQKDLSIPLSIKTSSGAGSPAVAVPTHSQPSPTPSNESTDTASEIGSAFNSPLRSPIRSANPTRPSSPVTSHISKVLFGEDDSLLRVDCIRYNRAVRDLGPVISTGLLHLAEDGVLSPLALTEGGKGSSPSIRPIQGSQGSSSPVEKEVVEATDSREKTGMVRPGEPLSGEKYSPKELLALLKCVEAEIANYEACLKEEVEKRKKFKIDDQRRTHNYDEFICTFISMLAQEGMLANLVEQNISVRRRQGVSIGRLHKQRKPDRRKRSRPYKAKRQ
An asterisk follows results filed as active; . = not tested or not shown; & = joins results of further samples.

SMILES	HePTP inh	BAP1 block
CCCOc1ccc(NC(=O)C2CC(=O)N(C(C)C)C2)cc1 (stereo not drawn)	2	101
COC(=O)C1=C(C)NC2=C(C(=O)c3ccccc32)C1c1ccc(OCc2ccc(Cl)cc2Cl)c(OC)c1 (stereo not drawn)	4	.
CSc1ccc(/C=N/n2c(C)nnc2C)cc1	4	.
CCCc1nc(NC2CCCCC2)c(C#N)c2c1COC(C)(C)C2	-4	.
COc1ccc(-c2cc(-c3cc(F)ccc3O)[nH]n2)cc1OC	10	115
CCOC(=O)c1c(-c2ccc(C)o2)csc1N	7	90
Cc1nnc(SCc2ccon2)n1-c1ccccc1	.	78
CC(=O)OC(Cn1nc(C)cc1C)c1ccccc1 (stereo not drawn)	6	116
N#CCCS(=O)(=O)Oc1ccccc1	8	.
Cc1ccccc1Nc1nc(N)nc(CSc2nnc3sc4ccccc4n23)n1	-1	106
CCN1C(=O)/C(=C\C=C\c2ccccc2[N+](=O)[O-])SC1=S	-29	.
NC[C@@H]1O[C@H](C23CC4CC(CC(C4)C2)C3)Cc2c1ccc(O)c2O	.	82
Cc1cc(OCC(=O)N2CCN(c3ccccc3)CC2)ccc1Br	-2	.
CCOC(=O)COc1ccc(C2C3=C(CC(C)(C)CC3=O)OC3=C2C(=O)CC(C)(C)C3)cc1OC	.	75
CS(=O)(=O)c1ccc2nc(NC(=O)c3ccc(Cl)c(Cl)c3)sc2c1	-3	.
O=C1c2ccc(-c3nc4ccccc4c(=O)o3)cc2C(=O)N1c1ccc(Cl)cc1	2	.
CCOc1ccc(N(CC(=O)OC)S(=O)(=O)c2ccc(C)cc2)cc1	6	.
CCCc1ccc(OCCNC(C)=O)cc1	6	93
CN(C(=O)c1ccc(S(=O)(=O)NC2CCCC2)cc1)C1CCCCC1	11	102
CC1=C(C(=O)N2CCOCC2)C(c2ccsc2)C2=C(CCCC2=O)N1 (stereo not drawn)	7	94
COc1ccc(/C=C/C(=O)c2ccc(I)cc2)cc1	-3	.
COc1ccc(CC(=O)Nc2cccc(C(=O)NCC(C)C)c2)cc1	-9	.
O=S1(=O)CC=C(CSc2nc3ccccc3[nH]2)C1	5&9	108
O=C(NCc1ccc2c(c1)OCO2)C1CCN(c2ccc(S(=O)(=O)N3CCCC3)cc2)CC1	-14	.
Cc1ccccc1CSc1nncn1N	3	59

As a short view, some entries already given.
SMILES	HePTP inh	BAP1 block
COc1ccc(CC(=O)Nc2cccc(C(=O)NCC(C)C)c2)cc1	-9	.
O=S1(=O)CC=C(CSc2nc3ccccc3[nH]2)C1	5&9	108
O=C(NCc1ccc2c(c1)OCO2)C1CCN(c2ccc(S(=O)(=O)N3CCCC3)cc2)CC1	-14	.
Cc1ccccc1CSc1nncn1N	3	59

(more compounds)
SMILES	HePTP inh	BAP1 block
Cc1c(NC(=O)CC2CCC2)c(=O)n(-c2ccccc2)n1C	10	.
Nc1ncnc2c1cnn2-c1ccccc1	12	116
Cc1onc(-c2ccccc2)c1C(=O)NCc1cccnc1	1&5	92
CCOc1ccccc1C(=O)Nc1cc(C(F)(F)F)ccc1Cl	2	.
COc1ccc2[nH]c3c(=O)n(CCCCC(=O)NCCN4CCCC4)c(=S)[nH]c3c2c1	3	78
CCC(C)[C@H](N)c1nnc(SCC(=O)Nc2cccc(Cl)c2)o1 (stereo partly drawn)	8	109
O=C(CN1C(=O)c2ccccc2C1=O)N1CCN(c2ccccc2Cl)CC1	-8	.
Cc1ccc(S(=O)(=O)N(CC(=O)N/N=C/c2ccc(F)cc2)c2cccc3cccnc23)cc1	3	.
Cn1ccnc1SCC(=O)Nc1ccc(OC(F)(F)F)cc1	.	142
Cn1c(=O)oc2cc(S(=O)(=O)Nc3ccc4c(c3)OCCO4)ccc21	.	99
COc1ccccc1N1CCN(C(=O)c2c(-c3c(Cl)cccc3Cl)noc2C)CC1	7	97
O=C(Nc1ccccc1C(=O)O)c1ccc(Br)c(S(=O)(=O)NCc2ccccc2)c1	8	.
COc1ccccc1OCCCn1c(=O)oc2ccccc21	5	98
COc1ccc(N=Cc2ccc(O)c(OC)c2)cc1	-6	.
CCOc1cc(/C=c2/sc3nc4ccccc4n3c2=O)cc(I)c1OCC	-3	.
COc1ccccc1NCN1C(=O)S/C(=C/c2ccc(C)cc2)C1=O	12	.
Cc1nc(N2CCN(C)CC2)c2c(C)c(C(=O)Nc3ccc(F)cc3)sc2n1	7	106
S=c1[nH]ncn1/N=C/c1ccc(Br)cc1	4&-2	88
COc1ccc(C=Nc2ccc(Sc3ccc([N+](=O)[O-])cc3)cc2)cc1OC	-1	.
O=C(c1ccccc1-c1ccccc1)N1CCOCC1	0	92
COc1ccc(CN=Cc2c(O)n(-c3cc(OC)ccc3OC)c(=O)[nH]c2=O)cc1	4	.
c1ccc(CSc2nnc(-c3ccco3)n2Cc2ccccc2)cc1	14	132
O=S(=O)(Nc1nc2ccccc2nc1N1CCCCC1)c1ccccc1	3	.
N#Cc1nc(-c2ccc(Cl)cc2)oc1NCc1ccco1	5	.
Cn1c(C(=O)N2CCN(c3ncccn3)CC2)cc2c(=O)n(C)c3ccccc3c21	5	96

Structural class: those above containing a nitro group on carbon (two)
SMILES	HePTP inh	BAP1 block
CCN1C(=O)/C(=C\C=C\c2ccccc2[N+](=O)[O-])SC1=S	-29	.
COc1ccc(C=Nc2ccc(Sc3ccc([N+](=O)[O-])cc3)cc2)cc1OC	-1	.

More compounds.
SMILES	HePTP inh	BAP1 block
O=C(COCC(=O)N1CCOCC1)NCC(=O)N1CCOCC1	6	.
CC(NC(=O)C1CC1)C(c1cccs1)N1CCN(c2ccccc2)CC1 (stereo not drawn)	-9	93
COc1ccc(/C=C2\SC(=O)N(CCC(=O)N3CCN(C)CC3)C2=O)cc1	6	.
OC(COCCC12CC3CC(CC(C3)C1)C2)CN1CCSCC1 (stereo not drawn)	2	.
Cc1ccc(OCC(=O)O/N=C(\N)Cc2ccc([N+](=O)[O-])cc2)c(C)c1	11	.
COc1ccc(CC(=O)Nc2ccc(Br)cc2C(=O)O)cc1	-20	.
CC1=C(C(=O)OC(C)C)C(c2cccnc2)n2ncnc2N1 (stereo not drawn)	0	103
Cc1cccc(OCCOCCN2CCC(C)CC2)c1C	5	.
COc1cc2c(cc1OC)C(=S)NC1(CCCC1)C2	7	54
Cc1c(NC(=O)c2c(F)c(F)c(F)c(F)c2F)c(=O)n(-c2ccccc2)n1C	4	.
Cc1ccc(-c2c3c(=O)n(C)c(=O)n(C)c3c3c(C)cc(C)nn23)cc1	11	91
Cc1ccc2c(C)nc(N=C(NC(=O)c3ccccc3)NC(=O)c3ccccc3)nc2c1	.	85
CC(NC(=O)c1ccc(=O)oc1)c1ccccc1 (stereo not drawn)	10	.
COc1cccc(C=Nc2cc(Cl)cc(Cl)c2)c1O	5	.
O=C(Oc1ccc(OC(=O)c2ccncc2)cc1)c1ccncc1	6	93
Cc1ccc(-c2nc3ncccc3o2)cc1N	5	.
CC1(c2ccc3noc(-c4ccccc4)c3c2)OCCO1	0	85
Cc1onc(-c2ccccc2Cl)c1C(=O)Nc1sc2c(c1C#N)CCC2	-5	59
CCc1ccc(NC(=O)c2nn3c(C(F)(F)F)cc(-c4ccccc4)nc3c2Br)cc1	-8	.
OCCOc1ccc(C2=NCCO2)cc1	2	86
CCC(=O)Nc1ccc(NC(=O)c2cc3ccccc3cc2OC)cc1	6	.
Cc1cc(=O)[nH]c(SCC(=O)N2CCC(C(N)=O)CC2)n1	1	.
O=[N+]([O-])c1ccc(Oc2cc(C(F)(F)F)ccc2Cl)cc1O	-16	.
O=C(CSc1nnc(CNC(=O)c2ccccc2F)o1)NCC1CCCO1 (stereo not drawn)	-2	113
O=C(C1CCN(S(=O)(=O)c2ccc3c(c2)OCCO3)CC1)N1CCc2ccccc21	9	72

Carrying on:
SMILES	HePTP inh	BAP1 block
Cc1ccc(CC/C=N/N=C2\NC(=O)CS2)o1	3	.
CC(=O)Nc1sc(N)nc1-c1ccccc1	11	96
CCn1c(=O)c(=O)[nH]c2cc(C(=O)N3CCN(c4ccccc4F)CC3)ccc21	5	79
Cc1ccc(NC(=O)CC2NCCNC2=O)cc1 (stereo not drawn)	-2	100
CCc1ccc2c(c1)c1nc(C)sc1n2CC	-6	81
O=C(COc1ccc2ccccc2c1)N1CCN(c2ccccn2)CC1	12	.
CCOC(=O)c1nnn(CC(=O)Nc2cccc(F)c2)c1C(=O)OCC	10	107
CCN1CCn2c1nc(N1CCCCC1)nc2=O	0	71
OC1(c2cn(Cc3ccccc3)nn2)CCCCC1	0	107
N#CCSc1nc2c(sc(=S)n2Cc2ccco2)c(=O)n1-c1ccc(F)cc1	10	69
O=C1NCC(c2ccccc2)C1C(=O)N/N=C\c1cc(Cl)ccc1O (stereo not drawn)	-1	.
O=C(Nc1cnn(Cc2ccc(Cl)cc2Cl)c1)c1noc2c1CCCC2	7	62
COc1ccccc1CN1CCN(C(CC(C)C)c2nnnn2Cc2cccs2)CC1 (stereo not drawn)	10	100
CCc1c(C)c(C#N)c2nc3ccccc3n2c1NCCN(C)C	.	80
O=C1C2C(c3ccccc3)OC3(C(=O)c4ccccc4C3=O)C2C(=O)N1c1ccc(F)c([N+](=O)[O-])c1 (stereo not drawn)	4	.
CCOc1ccc(N(CC(=O)Nc2c(C)cccc2C)S(C)(=O)=O)cc1	-4	.
CCOc1ccc(Br)cc1CC(=O)O	-3	112
CSc1ccccc1C(=O)Nc1cccc(N(C)S(C)(=O)=O)c1	7	68
COc1ccccc1/C=C1\SC(=S)N(C(CCSC)C(=O)O)C1=O (stereo not drawn)	6	.
Cn1c2c(c(=O)n(C)c1=O)C(c1ccccc1)C1=C(N2)c2ccccc2C1=O (stereo not drawn)	4	.
Cc1ccc(/C(O)=C2/C(=O)C(=O)N(CCCn3ccnc3)C2c2ccc(Cl)cc2)cc1 (stereo not drawn)	-2	.
Cc1nnc(SCC(=O)Nc2ccc(Br)cn2)[nH]c1=O	-4	98
Clc1ccc(-c2nn3c(C4COc5ccccc5O4)nnc3s2)cc1 (stereo not drawn)	2	.
COc1ccc2c(c1OC)C(=O)OC2CC(=O)c1ccc(N(C)C)cc1 (stereo not drawn)	3&4	68
COC(=O)n1ccc(C(=O)Nc2ccc(C)cc2C)n1	2	.

(listing goes on)
SMILES	HePTP inh	BAP1 block
C/C(=N\NC(=O)c1cccc(Br)c1)c1ccccn1	8	.
COc1ccc(CN2CCN(Cc3ccccc3Cl)CC2)c2ccccc12	-5	.
COc1ccc(C(=O)Cn2c(=O)c(CCC(=O)O)nn3c4ccccc4nc23)cc1OC	5	85
COc1nc(OC)nc(N(C)CCO)n1	9	87
COC(CNS(=O)(=O)c1ccc(Cl)cc1)c1ccccc1 (stereo not drawn)	-8	.
O=C(Nc1ccc2nn(-c3cccc([N+](=O)[O-])c3)nc2c1)c1cccs1	1	.
CN1CCN(C(=O)c2cnn3c2NC(c2ccc(Br)cc2)CC3C(F)(F)F)CC1 (stereo not drawn)	-1	.
COc1ccccc1NC(=O)c1cccc2c(Br)cccc12	-5	.
Cc1ccc(C)c(N2CCN(S(=O)(=O)c3ccc4c(c3)oc(=O)n4C)CC2)c1	9	54
COc1ccc(S(=O)(=O)N2CCC(C(N)=O)CC2)cc1	-13	110
O=C(CCN1CCCCC1)c1ccccc1	0	.
COC(=O)c1ccccc1NC(=O)CN(c1ccc(OC)cc1)S(C)(=O)=O	7	.
Cc1ccc(/C=C2\SC(=S)N(CCC(=O)Nc3ccc(S(=O)(=O)Nc4nccs4)cc3)C2=O)cc1	-2	.
COc1ccc(S(=O)(=O)Nc2cc(C(=O)NC3CCCCCC3)ccc2N2CCOCC2)cc1	6	77
COC(=O)c1c(NC(=O)c2cccc([N+](=O)[O-])c2)sc(C)c1C	6	.
c1ccc(N2CCN(Cc3nnnn3C3CCCCC3)CC2)cc1	6	94
Cc1nc2nc(SCC(=O)C(C)(C)C)[nH]c2cc1Br	9	100
Cc1ccc(C(C)C)c(OCC(=O)Nc2cccc3nsnc23)c1	-1	.
Cn1c(=O)c2c(ncn2CCCNC2=CC(C)(C)CC(=O)C2)n(C)c1=O	6	103
Cc1cccc(NC(=O)CSc2nnc(-c3ccccc3C)o2)c1	-4	95
N#C/C(=C\c1ccco1)c1nc(-c2ccc(Cl)c(Cl)c2)cs1	-15	.
c1ccc2c(c1)NC1CCCCC1C1(CCCCC1)N2 (stereo not drawn)	6	.
CCN1C(=O)C(C)S/C1=N\S(=O)(=O)c1ccc(Cl)s1 (stereo not drawn)	-6	103
COc1cc(C2C(C#N)=C(N)Oc3c2[nH]c(=O)[nH]c3=O)cc(OC)c1OC (stereo not drawn)	0	.
Cc1ccc(S(=O)(=O)N2CCN(S(C)(=O)=O)C2C(C)C)cc1 (stereo not drawn)	96*	.

New compounds follow
SMILES	HePTP inh	BAP1 block
CCOC(=O)C1=C(C)NC(=O)NC1c1ccc(OC(C)C(=O)O)c(OC)c1 (stereo not drawn)	2	135
Cc1ccnc(-n2sc3ccccc3c2=O)n1	6	87
CCOC(=O)C1CCCN(C2CC(=O)N(c3ccc(C)c(C)c3)C2=O)C1 (stereo not drawn)	0	110
N#CC1(P(=O)(c2ccccc2)c2ccccc2)CC1	3	157
Cc1sc(NC(=O)CN2CCOCC2)c(C(=O)c2ccccc2)c1C	5	.
COc1ccc(NC(=O)c2cc3ccc4c5ccccc5[nH]c4c3cc2O)cc1	24	.

Compound profiles, as listed above.
CCOC(=O)C1CCCN(C2CC(=O)N(c3ccc(C)c(C)c3)C2=O)C1 (stereo not drawn) as listed: HePTP inh: 0; BAP1 block: 110
N#CC1(P(=O)(c2ccccc2)c2ccccc2)CC1 as listed: HePTP inh: 3; BAP1 block: 157
Cc1sc(NC(=O)CN2CCOCC2)c(C(=O)c2ccccc2)c1C as listed: HePTP inh: 5; BAP1 block: .

Screening results: PubChem BioAssay, several laboratories
